TNF death inh: TNF-alpha cell death inhibition in Jurkat FADD-/- cells; Jurkat FADD-/- TNF necroptosis rescue, ATP luminescence, 24 h; 0 = TNF only, 100 = no-TNF cells; activation (protection from cell death), % at 10 µM; actives 0.068% (n = 220,000); AID 463075;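 active means activation, meaning protection from cell death, of at least 50% relative to plate controls; inactive means activation below 50%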;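 further: necroptosis triggered by 40 ng/mL TNF-alpha added together with compound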
Wee1 stabilizer: blocks degradation of human Wee1 kinase; HeLa Luc-Wee1K328M stability, luciferase luminescence; 100% = proteasome inhibitor MG132 effect; reporter increase, % at 5 µM; actives 1.2% (n = 220,000); AID 1321;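 active means activation above the mean of all tested compounds plus 3 SD, set per screening run, cut at about 8.8% in these data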;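 further: cells exposed to compound for 20 h before luminescence read; 0% = DMSO alone and 100% = MG132 at 30 µM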
Target sequence (P30291 whole entry K328M): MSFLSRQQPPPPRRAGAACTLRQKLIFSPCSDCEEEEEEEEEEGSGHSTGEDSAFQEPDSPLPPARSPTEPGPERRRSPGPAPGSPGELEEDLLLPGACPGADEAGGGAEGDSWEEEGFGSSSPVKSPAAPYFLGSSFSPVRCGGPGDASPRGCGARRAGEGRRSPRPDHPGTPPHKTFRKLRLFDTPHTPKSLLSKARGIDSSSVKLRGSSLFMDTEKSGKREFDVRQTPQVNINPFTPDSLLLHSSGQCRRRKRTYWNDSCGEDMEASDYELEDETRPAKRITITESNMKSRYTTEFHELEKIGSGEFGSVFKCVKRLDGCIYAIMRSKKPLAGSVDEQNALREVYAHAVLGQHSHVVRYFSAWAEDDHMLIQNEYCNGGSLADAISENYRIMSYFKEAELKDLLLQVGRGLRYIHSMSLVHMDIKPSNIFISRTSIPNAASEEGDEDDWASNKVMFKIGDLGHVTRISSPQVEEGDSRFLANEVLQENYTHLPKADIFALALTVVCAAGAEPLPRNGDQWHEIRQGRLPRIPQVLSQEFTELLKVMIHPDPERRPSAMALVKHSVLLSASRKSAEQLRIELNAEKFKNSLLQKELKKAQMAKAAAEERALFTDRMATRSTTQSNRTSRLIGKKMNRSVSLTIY
TbHK1 inh: blocks Trypanosoma brucei hexokinase 1 activity | inhibition, % at 10 µM | actives 0.11% (n = 220,000) | recombinant TbHK1, G6PDH-coupled NADH A340;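 active means inhibition of 50% or more in the single-dose primary screen; inactive means inhibition below 50%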
PPC-1+TRAIL kill: compounds killing PPC-1 cancer cells with TRAIL present (potentiator screen, no TRAIL-free arm); cell killing (% activity), % at 4 µM; actives 0.41% (n = 220,000); PPC-1 cells + TRAIL, ATPLite viability luminescence;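 active means cell killing above 50% in the first pass at 4 µM, then a duplicate retest at 5 µM averaging 50% or more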;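 further: plate controls were cells with TRAIL plus DMSO for no effect and medium-only wells lacking cells for full effect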
FXIIa inh 1536: factor XIIa (human) inhibition. purified FXIIa, Boc-QGR-AMC fluorogenic substrate, 2 h. P00748. actives 0.3% (n = 220,000). inhibition, % at 5 µM; in the data active means inhibition above about 40%;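 further: 0% = enzyme with no compound and 100% = blank without enzyme; many of its hits are not listed in these tables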
FXIa inh 1536: factor XIa (human) inhibition; P03951; purified FXIa, Boc-Glu-Ala-Arg-AMC fluorogenic substrate; inhibition, % at 5 µM; actives 0.14% (n = 220,000); AID 798;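 active means inhibition of at least 40%; inactive means inhibition below 40%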;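 further: fluorescence of freed AMC excited at 355 nm; 0% = enzyme without compound and 100% = no enzyme blank; many of its hits are not listed in these tables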
EP2 antag: EP2 receptor (human) inhibition. P43116. C6 glioma cells expressing human EP2, cAMP TR-FRET; cells stimulated with saturating PGE2. inhibition, % at 25 µM. actives 0.52% (n = 260,000);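 active means percent inhibition above 40 after rounding to a whole number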;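 further: rat C6 glioma host cells with rolipram phosphodiesterase inhibitor present; the protocol text gives 20 µM as final concentration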
Target sequence (P43116 whole entry, looked up): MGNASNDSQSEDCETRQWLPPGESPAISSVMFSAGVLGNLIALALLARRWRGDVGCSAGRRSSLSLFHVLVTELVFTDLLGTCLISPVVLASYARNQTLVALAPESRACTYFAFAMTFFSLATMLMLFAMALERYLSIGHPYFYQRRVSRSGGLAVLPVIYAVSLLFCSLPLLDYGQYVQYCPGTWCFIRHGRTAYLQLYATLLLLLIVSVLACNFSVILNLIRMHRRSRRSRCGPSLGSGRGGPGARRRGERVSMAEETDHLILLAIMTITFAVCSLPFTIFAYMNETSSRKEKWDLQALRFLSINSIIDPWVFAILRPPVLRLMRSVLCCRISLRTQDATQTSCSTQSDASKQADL
zVAD death inh: L929 zVAD cell death inhibition | L929 zVAD necroptosis rescue, ATP luminescence, 24 h; with zVAD 60 µM | actives 0.38% (n = 220,000) | viability rescue, % at 10 µM;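 active means activation, scaled between plate controls, above about 75%, limit read from the data; inactive means activation under that limit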;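 further: 0% = zVAD with DMSO and 100% = DMSO alone without zVAD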
CHOP inh: inhibitors of CHOP induction in ER stress response. CHO-K1 CHOP-promoter luciferase, tunicamycin-induced, 15-18 h. actives 3.8% (n = 220,000). inhibition, % at 10 µM;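 active means compounds that reduced the stress-induced luciferase reporter signal by more than about 70% of percent inhibition, limit read from the data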;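 further: 0% = tunicamycin plus vehicle and 100% = wells without tunicamycin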
Starred values were filed as active, the others as inactive; nt = not tested or not shown; & = joins results of further samples. The list is partial; rates above refer to the full screens.

The opening 2 compounds (preview)
SMILES | TNF death inh | Wee1 stabilizer | TbHK1 inh | PPC-1+TRAIL kill | FXIIa inh 1536 | FXIa inh 1536 | EP2 antag | zVAD death inh | CHOP inh
Cc1ncc(C23CC4CC(CC(C4)C2)C3)[nH]1 | 0.0 | 1 | -4 | 36 | -3 | -6 | nt | 0.3 | -35
COc1ccc(C(C(=O)NC2CCCCC2)N(C(=O)c2sc(C)nc2C)c2ccccc2C)cc1 (stereo unspecified) | -5.7 | 1 | -5 | 2 | 9 | 0 | -4 | -0.6 | 18

The list itself (from the top)
SMILES | TNF death inh | Wee1 stabilizer | TbHK1 inh | PPC-1+TRAIL kill | FXIIa inh 1536 | FXIa inh 1536 | EP2 antag | zVAD death inh | CHOP inh
Cc1ncc(C23CC4CC(CC(C4)C2)C3)[nH]1 | 0.0 | 1 | -4 | 36 | -3 | -6 | nt | 0.3 | -35
COc1ccc(C(C(=O)NC2CCCCC2)N(C(=O)c2sc(C)nc2C)c2ccccc2C)cc1 (stereo unspecified) | -5.7 | 1 | -5 | 2 | 9 | 0 | -4 | -0.6 | 18
COc1ccccc1S(=O)(=O)Cc1ccc(C(=O)N2CCN(c3ccccc3)CC2)o1 | -8.1 | 1 | -5 | 16 | 8 | -7 | 8 | -0.1 | 8
COc1ccccc1N1CCN(C2CCN(C(=O)c3cccs3)CC2)CC1 | 1.9 | -2 | -1 | -8 | 0 | -1 | 6 | -0.4 | -11
COc1c([N+](=O)[O-])c(=O)n(-c2ccccc2)c2ccccc12 | -2.2 | 1 | -5 | 24 | 4 | 3 | 4 | 0.2 | 51
Cc1ccc2nc(SCC(=O)NCc3ccco3)c(C#N)cc2c1 | -3.6 | 0 | -2 | 29 | 8 | 0 | 15 | -0.1 | -14
Cc1cccc(NC(=S)N2CCC(N(C)CC3CCCO3)CC2)c1C (stereo unspecified) | 0.2 | -2 | 6 | 2 | 12 | -1 | 10 | 0.0 | 8
Cc1cc(Cl)ccc1OCC(=O)NCCC(=O)O | -0.3 | -4 | 3 | 5 | 15 | 10 | 2 | 1.6 | -12
Cc1ccc(C)n1NC(=O)c1ccccc1 | -1.0 | -3 | -5 | 8 | -1 | -8 | 9 | -0.1 | 17
CCCOC(=O)c1ccc(NC(=O)/C=C/c2cccs2)cc1 | 2.6 | 5 | -8 | -5 | 5 | 10 | 17 | 1.6 | -25
O=C(Cn1ncc(N2CCCC2)c(Br)c1=O)c1ccc(Cl)cc1 | -2.0 | 9.1* | -14 | 8 | 10 | 1 | 3 | -0.2 | -5
CCn1cc(-c2nnnn2-c2ccc(Cl)cc2)c(=O)c2ccccc21 | -1.9 | 0 | -4 | 12 | 3 | -7 | 7 | 0.0 | -4
COc1ccc(C2=NN(CC(=O)Nc3cc(C)ccc3C)C(=O)CC2)cc1 | 0.2 | 0 | -14 | 8 | 3 | -3 | 10 | 0.8 | 4
Cc1cc(C(F)(F)F)nc(SCC(=O)c2cccc([N+](=O)[O-])c2)n1 | -3.9 | -4 | -2 | 12 | 7 | -1 | 3 | 0.1 | 3
CCn1ccnc1CN(C)Cc1nc(-c2ccc(C(=O)OC)cc2)no1 | -0.1 | 1 | -4 | 26 | 3 | -2 | 4 | -0.6 | -2
COc1ccccc1NC(=O)C(C)NS(=O)(=O)c1ccc(F)cc1 (stereo unspecified) | -0.9 | -1 | 5 | 1 | -12 | -2 | 5 | -0.4 | 11
NC(=O)c1cccnc1Nc1ccccc1F | 0.9 | 1 | -13 | -1 | 7 | 8 | 4 | 0.4 | -7
Cc1ccccc1OCc1nnc(SCC(=O)Nc2ccc3nc(SCC(=O)Nc4ccccc4)sc3c2)n1C | -5.4 | 1 | 5 | 31 | 0 | -1 | 8 | nt | 40
CC(/C=C/C=C/c1ccccc1)=N/NC(=O)CNc1ccc(C)cc1 | -2.2 | -4 | -17 | -29 | 25 | 8 | 3 | -0.2 | 82*
O=C(O)c1ccc(CSc2nc3ccccc3o2)cc1 | 0.0 | 0 | 2 | 2 | 8 | -8 | 7 | 2.3 | -23
C1=C(c2ccccc2)N2CCN=C2S1 | 0.6 | 0 | -2 | -34 | 39 | 23 | -4 | -0.3 | 86*
COc1ccccc1C(=O)NCc1ccc(-c2nc3ccccc3s2)cc1 | -0.7 | -2 | -3 | 32 | 6 | -1 | 11 | 0.6 | 42
CCCn1c(N)c(C(c2ccc(C(=O)OC)cc2)N2CCN(c3ccccc3)CC2)c(=O)[nH]c1=O (stereo unspecified) | -4.9 | -1 | 1 | 17 | 6 | -3 | 10 | -0.2 | -13
O=C1NC(c2ccccc2)=C(c2nc3ccccc3s2)C(c2ccc(O)cc2)N1 (stereo unspecified) | -13 | 4 | -20 | 1 | 25 | 18 | 3 | 0.4 | 13
Cc1cc(C)c(C(=O)/C=C/C=C/c2ccccc2)c(=O)[nH]1 | -5.1 | 5 | -50 | 3 | 13 | 4 | 7 | 2.8 | 34
Cc1ccc(-c2nn(-c3ccccc3)cc2C(=O)Nc2cccc(S(=O)(=O)N3CCOCC3)c2)cc1 | 1.0 | 5 | -14 | 22 | 10 | 5 | 7 | 0.2 | 40
Cc1ccc(NC(=O)CC(NCCN2CCOCC2)C(=O)O)cc1Cl (stereo unspecified) | 0.4 | 0 | -1 | -4 | 13 | 4 | 8 | 0.0 | 16
CCOc1cc(/C=N\NC(=O)Cn2nnc3ccccc32)ccc1O | 0.3 | -1 | -15 | -1 | 8 | 1 | 8 | 3.0 | 4
O=C1OCC2=C1C(c1ccc(Cl)cc1)CC(=O)N2c1ccc(F)cc1 (stereo unspecified) | 1.1 | 14* | -2 | -7 | 3 | 4 | 7 | 0.1 | -3
COC(=O)c1ccc(C2c3c(oc4ccc(F)cc4c3=O)C(=O)N2CCO)cc1 (stereo unspecified) | 0.8 | 0 | -11 | 8 | 9 | -4 | 14 | 1.1 | 17
CC(Sc1nnc(-c2cc3ccccc3o2)n1-c1ccccc1)C(=O)O (stereo unspecified) | -0.7 | 0 | -2 | 10 | -1 | -11 | 9 | -0.1 | 15
COc1cccc(N2CC(C)Cn3c2nc2c3c(=O)n(CCN3CCOCC3)c(=O)n2C)c1 (stereo unspecified) | -2.9 | -3 | 4 | 3 | 26 | 8 | 0 | -0.2 | 28
Cc1cc(C)n(C(=O)CCN2C(=O)c3ccccc3C2=O)n1 | 1.1 | -2 | 2 | -2 | 1 | -1 | 14 | 0.8 | 19
Cc1nc2c(C)cccn2c1/C(O)=C1\C(=O)C(=O)N(CCN2CCOCC2)C1c1cccs1 (stereo unspecified) | -0.2 | 2 | -21 | 12 | 9 | 0 | 8 | 0.9 | 11
CCCc1nc(SCC(=O)NCc2ccco2)c2c(=O)n(C)c(=O)n(C)c2n1 | -5.6 | 0 | 3 | 9 | 13 | -3 | 12 | -0.3 | 37
COc1cc(O)cc(O)c1C(=O)/C=C/c1ccccc1 | 0.7 | 2 | -25 | 21 | 6 | 0 | 9 | 10 | -107
CC(C)OC(=O)NS(=O)(=O)c1cccc([N+](=O)[O-])c1 | -0.5 | -1 | 4 | 10 | 13 | 0 | 1 | -0.7 | 3
CCONC(=NC)c1nonc1N | 0.5 | 4 | 0 | -7 | 6 | 3 | 6 | 0.6 | 12
O=c1cc(NCc2ccc3c(c2)OCO3)[nH]c(=O)n1-c1ccc(Cl)cc1 | 1.4 | 2 | 1 | 11 | 9 | 0 | 8 | 1.9 | 27
CCOc1ccc(NC(=S)N2CCc3cc(OC)c(OC)cc3C2COc2ccc3c(C)cc(=O)oc3c2)cc1 (stereo unspecified) | 2.4 | -1 | -20 | 7 | 5 | -4 | 8 | 0.9 | 29
Cc1cc(C(=O)Nc2c[nH]c(=O)[nH]c2=O)ccc1[N+](=O)[O-] | -0.7 | -1 | -4 | -2 | 2 | 0 | 7 | 0.8 | 3
Cc1c(-n2cc(C(=O)c3cc(Cl)ccc3O)cc(C#N)c2=O)c(=O)n(-c2ccccc2)n1C | -0.4 | 0 | -23 | -7 | -4 | 3 | 6 | 0.2 | 15
O=C(CCS(=O)(=O)c1ccc(Br)cc1)Nc1ccc(Br)cc1F | 1.6 | 0 | 10 | 0 | 32 | 24 | 4 | 0.1 | -2
CCn1nc(C)c([N+](=O)[O-])c1C(=O)NNC(=O)c1ccc(Cl)cc1 | 0.9 | 0 | -8 | 11 | 3 | -2 | 7 | -1.5 | 5
Cc1cccc(CN2CCN(Cc3cccc(-n4cccn4)c3)CC2CCO)n1 (stereo unspecified) | -0.1 | 1 | -5 | 4 | 8 | 1 | 4 | 0.1 | 1
CSc1nc(N2CCOCC2)cc(N2CCOCC2)n1 | 0.4 | 0 | 4 | -6 | -1 | -3 | 3 | 2.7 | -11
O=C(CN1C(=O)NC(c2ccccc2)(c2ccccc2)C1=O)Nc1cccnc1Cl | -0.9 | 0 | 2 | 20 | 7 | -5 | 5 | -0.8 | -4
CCOC(=O)C(=O)/C(C#N)=C/Nc1ccccc1 | 0.1 | -1 | -17 | -14 | 18 | 10 | 11 | 1.0 | 14
COc1ccc(C(=O)Nc2ccccc2N2CCOCC2)cc1Br | 0.8 | 0 | -1 | nt | nt | nt | nt | 1.6 | nt
CCC1CN(C(=O)Nc2ccc(C)cc2)c2cc(C)ccc2O1 (stereo unspecified) | 2.3 | -1 | 2 | -6 | 4 | -3 | 6 | 0.2 | 30
N/C(=N\NC(=O)c1sccc1OCc1ccc(Cl)cc1Cl)c1ccccn1 | -12 | 1 | -3 | 23 | 6 | -3 | 2 | 15 | 18
Cc1ccccc1C(=O)Nc1ccc2c(C#N)c3nc4ccccc4nc3n2c1 | -3.6 | -2 | 4 | 21 | 8 | 0 | 16 | -0.2 | 96*
CCOC(=O)c1c(-c2ccccc2)csc1NC(=O)c1ccc(S(=O)(=O)N2CCOCC2)cc1 | 0.7 | -1 | -19 | 7 | 2 | -11 | 5 | -0.4 | 26
Cc1cc(=O)oc2c(C(=O)/C=C\c3cccs3)c(O)ccc12 | 1.3 | 2 | -34 | 10 | 17 | 13 | 0 | 0.5 | 18
CCOC(=O)CSc1nc2nc(C)cc(C)n2n1 | 0.3 | -3 | 5 | -7 | 9 | -1 | 6 | 2.3 | 83*
c1ccc2c(CNCCN3CCOCC3)cccc2c1 | -13 | 3 | 1 | -12 | 23 | 15 | 10 | -0.3 | 1
CN1/C(=C\C=N\NC(=O)c2cccnc2)C(C)(C)c2ccccc21 | -4.0 | -3 | -4 | -9 | 26 | 37 | 3 | -0.5 | -3
COc1cccc(CN2CCN(S(=O)(=O)c3ccc(Br)cc3)CC2)c1 | 1.2 | -1 | 2 | 5 | 8 | 1 | 22 | 0.4 | 40
O=C(NCc1ccc2c(c1)OCO2)C1CC(=O)N(C2CCCCCCC2)C1 (stereo unspecified) | -12 | -1 | 10 | 17 | -14 | -12 | 6 | -0.1 | -24
NC(N)=Nc1nc2ccc([N+](=O)[O-])cc2[nH]1 | -1.5 | 0 | -36 | 22 | 10 | -9 | 8&8 | 1.2 | -5

Next structures.
SMILES | TNF death inh | Wee1 stabilizer | TbHK1 inh | PPC-1+TRAIL kill | FXIIa inh 1536 | FXIa inh 1536 | EP2 antag | zVAD death inh | CHOP inh
COc1cc(/C=C/C(=O)OCC(=O)NC2CCS(=O)(=O)C2)ccc1O (stereo unspecified) | -3.4 | -4 | -10 | 1 | 5 | 1 | 6 | 0.4 | 3
COc1ccc(S(=O)(=O)N2CCC(C(=O)OCC(=O)c3ccccc3)CC2)cc1[N+](=O)[O-] | 1.7 | 3 | -2 | 29 | 9 | 6 | 8 | 0.9 | 5
CCOC(=O)c1cc(-c2ccccc2)sc1NC(=O)C(C)C | 1.9 | -3 | -3 | 36 | -3 | -4 | 7 | -0.7 | 40
C=CCn1cnc2scc(-c3ccc(CC)cc3)c2c1=O | -5.1 | 0 | -6 | -5 | 7 | 4 | 12&12 | 0.5 | 64
Cc1cc(C(F)(F)F)nn1Cc1n[nH]c(=S)n1-c1ccc(F)cc1 | 1.0 | 1 | 7 | 16 | 9 | 5 | 6 | 1.2 | -9

Assay outcomes as filed in PubChem BioAssay.
